# From PubChem BioAssay
# E-sel TNF inh = blocks E-selectin expression induced by TNF alpha; AID 1246; inhibition, % at 2 µM; 120,000 tested, 0.71% active; HUVEC TNFa-induced E-selectin immunofluorescence, high content;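 active = inhibition above the batch mean plus 3 SD, and confirmed as a hit on visual image review, cut at about 43% in these data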;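 also: 0% = TNF-stimulated DMSO wells and 100% = unstimulated control wells; not every result past the cut was called active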
# An asterisk follows results filed as active. These rows are one share of the data (hit frequency here may not be typical).
E-sel TNF inh | canonical_smiles
-1 | O=C(O)CNC(=S)N(Cc1ccccc1F)C1CCCCC1
-10 | CCC(C)(C(=O)NC1CCCCC1)N(C(=O)CC1NC(=O)NC1=O)c1c(C)n(C)n(-c2ccccc2)c1=O (stereo not drawn)
-66 | O=C(COC(=O)c1ccc(Br)cc1)Nc1ccccc1Br
-2 | N#Cc1cnc(N)c(Br)c1
-5 | CN(C)c1ccc(/C=N/NC(=O)c2ccccc2O)o1
-1 | C/C=C/C(=O)OCC(=O)Nc1ccc(C)c(S(=O)(=O)N(C)C)c1
15 | S=C(Nc1ccccc1)Nc1ccc(Cl)cn1
30 | CCc1nnc(NC(=O)CSc2nnc(CNC(=O)c3cc(OC)c(OC)c(OC)c3)o2)s1
15 | Cc1cccn2c(CNC3CCCc4ccccc43)c(C(=O)N3CCCCC3)nc12 (stereo not drawn)
-32 | CCOC(=O)c1csc(NC(C)=O)n1
11 | Fc1ccc(C2CCCN2Cc2nc(Cc3ccccc3F)no2)cc1 (stereo not drawn)
6 | CC(C)N(C(=O)CSc1nnnn1-c1ccc2c(c1)OCO2)C(C)C
-56 | CCN1CCN(CCOc2ccccc2OCc2ccccc2)CC1
10 | Cc1nn(CCCC(=O)Nc2nccs2)c(C)c1[N+](=O)[O-]
18 | COCCN(C(=O)CSc1nnc(-c2cccc(C)c2)n1C)c1c(N)n(Cc2ccccc2)c(=O)[nH]c1=O

# Next part; the last 8 above are carried over.
E-sel TNF inh | canonical_smiles
30 | CCc1nnc(NC(=O)CSc2nnc(CNC(=O)c3cc(OC)c(OC)c(OC)c3)o2)s1
15 | Cc1cccn2c(CNC3CCCc4ccccc43)c(C(=O)N3CCCCC3)nc12 (stereo not drawn)
-32 | CCOC(=O)c1csc(NC(C)=O)n1
11 | Fc1ccc(C2CCCN2Cc2nc(Cc3ccccc3F)no2)cc1 (stereo not drawn)
6 | CC(C)N(C(=O)CSc1nnnn1-c1ccc2c(c1)OCO2)C(C)C
-56 | CCN1CCN(CCOc2ccccc2OCc2ccccc2)CC1
10 | Cc1nn(CCCC(=O)Nc2nccs2)c(C)c1[N+](=O)[O-]
18 | COCCN(C(=O)CSc1nnc(-c2cccc(C)c2)n1C)c1c(N)n(Cc2ccccc2)c(=O)[nH]c1=O
0 | O=C(CSc1ncnc2sccc12)Nc1ccccc1
14 | COc1cc(-c2nc(CN3CCCN(C(=O)c4ccco4)CC3)c(C)o2)ccc1F
-41 | COc1cc(S(=O)(=O)N2CCOCC2)ccc1NC(=O)COC(=O)COc1ccccc1
10 | COc1ccc(C(=O)CSc2nc(C)cc(C)n2)cc1[N+](=O)[O-]
-3 | COc1ccc(C(=O)Nc2ccnc(-c3cccnc3)n2)cc1
-22 | Cc1c(C=O)c2ccccc2n1CC(=O)NCc1ccccc1
9 | C/C(CC(=O)Nc1ccc2c(c1)OCO2)=N\NC(=O)OC(C)(C)C
-12 | O=C(CSc1nc(-c2ccc(F)cc2)nc2ccc(F)cc12)Nc1cccc(C(=O)O)c1
-4 | Cc1cc(C)c2sc(N(CCCN(C)C)C(=O)CN3C(=O)c4ccccc4C3=O)nc2c1
-6 | COc1ccccc1NC(=O)C(=O)N1CCCC1
72* | Clc1ccc(Nc2nc3cccnc3s2)cc1
-9 | O=C(NCc1cccs1)c1ccc(S(=O)(=O)N2CCCCC2)cc1
-37 | Cc1c(NC(=O)CN2C(=O)NC3(CCC(C)CC3)C2=O)c(=O)n(-c2ccccc2)n1C (stereo not drawn)
-12 | S=C(c1c[nH]c2ccc(Br)cc12)N1CCOCC1
-14 | CC1CCc2c(sc3ncn(CC(=O)N4CCCCC4)c(=O)c23)C1 (stereo not drawn)

# The closing three entries of the section before open the next one.
E-sel TNF inh | canonical_smiles
-37 | Cc1c(NC(=O)CN2C(=O)NC3(CCC(C)CC3)C2=O)c(=O)n(-c2ccccc2)n1C (stereo not drawn)
-12 | S=C(c1c[nH]c2ccc(Br)cc12)N1CCOCC1
-14 | CC1CCc2c(sc3ncn(CC(=O)N4CCCCC4)c(=O)c23)C1 (stereo not drawn)
25 | N#C/C(=C\c1ccco1)C(=O)Nc1ccc(S(N)(=O)=O)cc1
11 | Cc1c(NC2(C#N)CCCC2)c(=O)n(-c2ccccc2)n1C
-3 | CCC(C(=O)NN1C(=O)c2ccccc2C1=O)c1ccccc1 (stereo not drawn)
-23 | CCN(CC)c1ccc(/C=C(/C#N)C(=O)NC(C)C)o1
-21 | O=C(O)c1cccc(NC(=O)c2cc(S(=O)(=O)N3CCOCC3)cs2)c1
-15 | Cc1ccc(-c2nc3ncccc3o2)cc1NC(=O)c1cccs1
0 | O=C(O)CCN=Cc1c(O)c2ccccc2oc1=O
-20 | CC(C)CSc1nc2ccccc2n1CC(=O)O
-21 | O=S(=O)(NCc1ccccc1F)c1cccc(S(=O)(=O)N2CCOCC2)c1
0 | O=C(/C=C/c1ccco1)NC1CCCC1
-15 | CCCC(=O)C1=C(O)C(C(=O)OC)C(C)(C)CC1=Nc1ccc(OC)cc1 (stereo not drawn)
-17 | COc1cnc(-c2ccccn2)nc1NC(C)C
15 | NS(=O)(=O)c1ccc(Nc2ccc3nonc3c2[N+](=O)[O-])cc1
-7 | COc1ccc(N2C(=O)CC(N(C)CCc3ccc(OC)c(OC)c3)C2=O)cc1 (stereo not drawn)
-42 | NS(=O)(=O)c1ccc(NC(=O)c2ccc(COc3ccccc3)o2)cc1
-23 | O=C(CCCN1C(=O)c2cccc3cccc(c23)C1=O)NCCN1CCOCC1
10 | CCOCCCNCC(=O)Nc1ccc(S(=O)(=O)NC(C)CC)cc1 (stereo not drawn)
34 | O=C(O)c1[nH]c2ccccc2c1CC(=O)N1CCN(c2ccccc2)CC1
4 | Cc1[nH]c2ccccc2c1C(C[N+](=O)[O-])c1ccco1 (stereo not drawn)
-28 | O=C1COCCOCCOCCOCC(=O)NCCN1
-10 | COc1ccc2cc(C3NC(=O)c4ccccc4N3)c(Cl)nc2c1 (stereo not drawn)
-9 | OC(CNCc1ccc(Cl)cc1)(c1ccccc1)c1ccc(F)cc1 (stereo not drawn)
1 | Cc1ccc(S(=O)(=O)N(C)C)cc1NC(=O)COC(=O)Cc1ccc(Br)cc1
3 | Cc1cc([N+](=O)[O-])nn1CC(=O)Nc1cnc2ccccc2c1
-41 | O=C(COc1ccc([N+](=O)[O-])cc1)Nn1cnnc1
-70 | O=C(Cn1cncn1)NCc1cccc(C(F)(F)F)c1
-11 | CCCn1c(N)cc(=O)n(C)c1=O
-37 | CC1=NN(c2ccc(Cl)cc2)C(=O)C1
3 | CC1CCCN(c2ccc3nc4ccccc4c(=O)n3n2)C1 (stereo not drawn)
1 | CC(=O)Nc1cc(C(=O)OCc2cccc([N+](=O)[O-])c2)ccc1C
15 | CNS(=O)(=O)c1ccc2c(c1)oc(=O)c1cc(S(=O)(=O)NC)ccc12
-1 | CSc1ccc(/C=N/Nc2nc(C)cc(=O)[nH]2)cc1
-34 | Cc1c(NC(=O)c2c(N)sc3c2CCCC3)c(=O)n(-c2ccccc2)n1C
-15 | CCOC(=O)C1=C(C)NC(=O)NC1/C=C/c1ccccc1OC (stereo not drawn)
7 | O=C(Nc1nc2ccc([N+](=O)[O-])cc2s1)C1CCCO1 (stereo not drawn)
17 | O=C(Cc1cccc(C(F)(F)F)c1)Nc1ccccc1
23 | COc1ccc(/C=C/C2=CC(C)(C)NC(=S)N2)cc1OC
-28 | O=C(CSc1nnc2ccccn12)NCc1ccc2c(c1)OCO2
-3 | Cc1cc(NC(=O)c2ccc(Cl)cc2Cl)n(CCC#N)n1
10 | CC(=O)Oc1ccc(-c2csc(Nc3ccc(S(N)(=O)=O)cc3)n2)cc1
19 | COC(=O)c1sc(NC(=O)c2c(OC)cccc2OC)c(C#N)c1C
-32 | CCN(CC(=O)Nc1ccccc1OC)CC(=O)Nc1ccccc1C(F)(F)F
-5 | O=S(=O)(NCC1NCCc2ccccc21)c1ccccc1 (stereo not drawn)
-15 | S=c1[nH]nc(/C=C/c2ccccc2)o1
-18 | Cc1cccc(N(C(=O)c2csnn2)C(C(=O)NC(C)(C)C)c2cccnc2)c1 (stereo not drawn)
-39 | COc1ccc(N(CC(=O)NCc2ccco2)S(=O)(=O)c2ccc(C)cc2)cc1
35 | CC(=O)NS(=O)(=O)c1ccc(N2C(=O)c3ccccc3C2=O)cc1
-4 | CC(C)Cc1cc(CN2CCCC(CO)(Cc3cccc(Cl)c3)C2)[nH]n1 (stereo not drawn)
-5 | Cc1cc(C(=O)CN2C(=O)C(=O)N(Cc3ccccc3)C2=O)c(C)n1-c1ccc2c(c1)OCCO2
14 | Cc1cccc(OC(=O)c2sc3ncn(C)c(=O)c3c2C)c1
0 | Cc1c(Cl)cccc1N1CC(C)(C)C1=O
-5 | Cc1cc(NC(=O)CN2CCCC(C)C2)no1 (stereo not drawn)
17 | CCN(CC)S(=O)(=O)N1CCC(C(=O)NCCC2=CCCCC2)CC1
-22 | O=Cc1ccc(-c2nc3ccccc3s2)o1
23 | O=C(Nc1ccc(F)c([N+](=O)[O-])c1)C1CC(=O)N(Cc2ccccc2)C1 (stereo not drawn)
0 | O=C(c1cccc(Br)c1)N1CCN(S(=O)(=O)N2CCOCC2)CC1
-2 | COc1ccc(C2CCN(CC(=O)N(C)C)CC2O)cc1 (stereo not drawn)
6 | Cc1cc(C)cc(C(=O)NCC(=O)OCC(=O)Nc2ccc(C)cc2Br)c1
-6 | Cc1cccc(C)c1NC(=S)N(Cc1ccccc1)Cc1cccnc1
15 | COc1ccc(/C=N/NC(=S)Nc2ccccc2)cc1

# Next part
E-sel TNF inh | canonical_smiles
-4 | O=C1C(=O)N(Cc2ccccc2)C(=O)N1CCN1C(=O)c2ccccc2C1=O
-23 | CCOC(=O)c1oc2ccccc2c1NC(=O)CN1CCOCC1
13 | O=C(N[C@@H](Cc1c[nH]c2ccccc12)C(=O)O)c1ccc(Cl)cc1
-1 | Cc1ccc(C(=O)NNC(=O)c2ccccc2-n2cccc2)cc1
15 | O=C(CSc1nnc2ccccn12)NCCc1ccc(F)cc1
-10 | CC(=O)c1ccc2c3c(cccc13)C(=O)N(CCc1ccccc1)C2=O
3 | Cc1ccccc1C(=O)NNC(=O)c1ccc(Br)cc1
-11 | CCOc1ccc(-c2cc3cc(OC)c(OC)cc3c(C)n2)cc1
14 | CCOCCCNc1nc2nc3ccc(C)cn3c(=O)c2cc1C(=O)NCC1CCCO1 (stereo not drawn)
-19 | Cc1[nH]c2ccccc2c1SCC(=O)NC1CCCCC1
1 | COc1cc(C(=O)OCC(=O)NC2CCS(=O)(=O)C2)c([N+](=O)[O-])cc1OC (stereo not drawn)
-13 | CCOP(=O)(OCC)C(NC(=O)Nc1c(C)cc(C)cc1C)c1ccccc1 (stereo not drawn)
-1 | O=C(Nc1ccc(C(=O)O)cc1)/C(=C\C=C\c1ccccc1)NC(=O)c1ccc(Br)cc1
-17 | CSc1ccc(/C=N/N2CCN(Cc3ccccc3Cl)CC2)cc1
-24 | CCCCNC(=O)CCCCCn1c(=O)[nH]c2cc(C(=O)OC)ccc2c1=O
4 | COC(=O)CSCC(=O)Nc1nnc(-c2cccc(C)c2)s1
-2 | Nc1nc(N2CCOCC2)n[nH]1
-1 | COc1cc(NC(=O)COn2nnc3ccc(S(C)(=O)=O)cc32)cc(OC)c1
2 | Cc1cccc(-n2c(C)cc(C)c(C#N)c2=O)c1
-23 | Cc1c(-c2cc[n+]([O-])cc2)oc2ccc(Br)cc2c1=O
0 | N#Cc1cnn2c(N)c(-c3ccc(Cl)cc3)cnc12
4 | COc1ccc(Nc2nc3ccc(OC)cc3s2)cc1
-30 | CCOC(=O)COc1c(C(=O)OC)sc2ncccc12
-31 | Cc1ccc(S(=O)(=O)N2CCC(C(=O)NNC(=O)c3ccccc3)CC2)cc1
-23 | Cc1cn(S(=O)(=O)c2ccccc2[N+](=O)[O-])cn1
11 | CN(C)c1nnnn1-c1ccc(OC(F)(F)F)cc1
-34 | Cc1cccc(C2c3[nH]c4ccccc4c3CCN2C(=O)c2cc(C(C)C)nc(N)n2)n1 (stereo not drawn)
7 | Cc1cc2c(OCC(O)CN3CCCC3)cccc2[nH]1 (stereo not drawn)
-23 | CCOC(=O)C1(C)C=C(Nc2ccc(C)cc2)C(=O)N1c1ccc(C)cc1 (stereo not drawn)
-3 | CCN=C1NN=C(c2cc(C)n(CCc3ccccc3)c2C)CS1
-32 | CNc1nnc(-c2ccc(C)cc2)c2ccccc12
-16 | COc1ccccc1Sc1nc(-c2ccccn2)ncc1OC
-5 | CCCCCCCCCCCC(=O)c1c(O)cccc1O
-28 | CCN(CC)CCN(C)c1ccc(N2C(=O)C3CC=CCC3C2=O)cc1[N+](=O)[O-] (stereo not drawn)
-7 | COC(=O)c1cc(C(=O)N2CCN(c3ccccc3OC)CC2)cc([N+](=O)[O-])c1
-13 | CCCN1CCC(=NNc2ccc(S(N)(=O)=O)cc2[N+](=O)[O-])CC1
-9 | O=C(C[n+]1cccc(/C=N/O)c1)N1CCCCCC1
-1 | O=C(/C=C/Nc1ccccc1C(F)(F)F)c1ccco1
3 | O=C(CN1CCS(=O)(=O)CC1)NNC(=O)C1CCCCC1
4 | Cc1ccc(NC(=O)CSc2nc3ccccc3c(=O)n2CCCN2CCCCC2)cc1Cl
-11 | Cc1ccc(C)c(C(=O)N(C)CC(=O)Nc2ccccc2C(F)(F)F)c1
3 | CCCCN(C(=O)/C=C/c1ccco1)c1c(N)n(Cc2ccccc2)c(=O)[nH]c1=O
18 | O=C(N/N=C/c1ccc(OC(=O)c2ccco2)cc1)c1ccccn1
9 | COc1ccc(N2CCN(C(=O)CNS(=O)(=O)c3ccc(C)cc3)CC2)cc1
-2 | COCCCNS(=O)(=O)c1ccc(Cl)c(C(F)(F)F)c1
4 | CC(=O)N1CCN(C(=O)c2cc(S(=O)(=O)Nc3ccc(S(C)(=O)=O)cc3)ccc2Cl)CC1
-12 | CC(=O)Nc1cc2c(ccc3ccccc32)oc1=O
1 | Cc1ccc(S(=O)(=O)NNC(=O)C2CC=CCC2C(=O)O)cc1 (stereo not drawn)
33 | CC(=O)N1CCN(S(=O)(=O)c2cccc(C(=O)OCC(=O)N3CC(=O)Nc4ccccc43)c2)CC1
8 | COc1ccc(NC(=O)CSc2nccn2C)c([N+](=O)[O-])c1
20 | CN(C)NC1CC(=O)N(c2ccccc2)C1=O (stereo not drawn)
